Compound activity: PubChem BioAssay, several laboratories
RmlC RmlD mix: RmlC/RmlD inhibition, mixture screen | RmlC/RmlD coupled enzyme inhibition, 384-well mixture HTS | inhibition, % at 5.5 µM | actives 0.39% (n = 110,000); in the data active = inhibition above about 30%, passing the limit was not always enough; inconclusive = no clear call, values can overlap the other calls; also: strong numbers were not always called active
HIV RNase H inh: blocks HIV-1 RNase H cleavage of RNA/DNA duplex; P04585; RT-RNase H RNA/DNA duplex cleavage, fluorescence; inhibition, % at 10 µM; actives 1.9% (n = 65,000); AID 565; in the data active = inhibition above about 50%
Numbers without * were called inactive; ? = inconclusive; . = no result given. These rows are one share of the data. The share of hits here may be higher or lower than overall.

SMILES | RmlC RmlD mix | HIV RNase H inh
O=C(Nc1ccc2nn(-c3ccccc3)nc2c1)c1cccnc1 | -131 | -10
CC(C)CC(c1nnnn1C1CCCC1)N1CCN(c2ccccc2F)CC1 (stereo not given) | 3 | -5
CCC(=O)c1ccc(OCC(=O)N2CCc3cc(OC)c(OC)cc3C2)cc1 | 11 | -12
Cc1nn(C)cc1CNC(=O)COc1ccc(Cl)cc1Cl | -11 | .
Cc1csc(NC(=O)C2CCC(C)(C(=O)O)C2(C)C)n1 (stereo not given) | 1 | -2
CCN1CCN(C(c2cccs2)C(C)NS(=O)(=O)c2ccccc2)CC1 (stereo not given) | 15 | .
O=C(CCC1CCCC1)N[C@@H](Cc1ccc(O)cc1)C(=O)O | 12 | .
O=C(N/N=C/c1ccc(OC2CSC2)cc1)c1ccccc1 | -10 | .
COCCN(CC(=O)NC1CCCCC1)C(=O)CSc1nc2ccccc2o1 | -1 | 4
CCOc1ccc(C(O)Cn2c(=N)n(CCN3CCCCC3)c3ccccc32)cc1 (stereo not given) | 10 | .
CCS(=O)(=O)c1ccc(C(=O)Nc2cccc(Cl)c2)c(Cl)c1Cl | -7 | .
COc1ccc(/C=N/NC(=O)c2ccccc2O)cc1Cn1cc(Cl)cn1 | -136 | .
CCOC(=O)C(NC(=O)CC)(Nc1sc2c(c1C(=O)OC)CCN(C)C2)C(F)(F)F (stereo not given) | -10 | 0
CCOc1ccc(Br)cc1C1NC(=O)c2c(sc3c2CCN(C)C3)N1 (stereo not given) | . | -5
CCc1ccc2[nH]c(=O)c(C3C(C#N)=C(N)Oc4c3ccc3cccnc43)cc2c1 (stereo not given) | 19 | .
Cc1cc(N2CCOCC2)ncc1[N+](=O)[O-] | -8 | .
CC1CN(c2nc3ccccc3nc2C(C#N)C(=O)NC2CCCCC2)CC(C)O1 (stereo not given) | . | -10
CCOC(=O)N1CCN(c2c(NCC3CCN(Cc4cccc(C)c4)CC3)c(=O)c2=O)CC1 | -6 | -4
Cc1ccccc1SCc1noc(C(=O)NC(C)C)c1C(=O)O | -4 | .
CC(Oc1ccc(Cl)cc1Cl)C(=O)Nc1ncccn1 (stereo not given) | -11 | -17
COc1ccc(-n2nnnc2Sc2ccc(S(=O)(=O)N3CCOCC3)cn2)cc1 | 2 | 86*
CCc1noc(N)c1C(=O)Nc1ccc(F)c(Cl)c1 | -5 | -10
Cc1ccccc1C(=O)Oc1ccccc1C(=O)N1CCOCC1 | -17 | .
CCOC(=O)c1[nH]c2ccccc2c1NC(=O)CC | . | -3
Cc1cccc(Nc2ncccc2C(=O)O)c1C | -13 | -2
Cc1noc(C)c1C(=O)Nc1sc(C)c(C)c1C#N | -8 | -2
Cn1cnc2c1c(=O)n(Cc1ccccc1)c(=O)n2C | 8 | -13
O=C1c2ccncc2C(=O)N1C1CCCCC1 | -12 | -26
COC(=O)C1=C(C)Nc2ncnn2C1c1ccco1 (stereo not given) | 7 | -5
O=C(Nc1nc2ccccc2s1)c1cnccn1 | -10 | .
COc1cc(NC(=O)c2cc(-c3cccc(O)c3)on2)cc(OC)c1OC | 8 | 0
CCCn1nnc(NC(=O)c2cccc(OCc3ccccc3)c2)n1 | 5 | .
CC12CC(NC(=O)N1CCc1ccccc1)c1ccccc1O2 (stereo not given) | ? | -27
CCN1CCN(Cc2ccc(NC(=O)c3ccc(C)c(NC(=O)C(=O)c4c[nH]c5ccccc45)c3)cc2C(F)(F)F)CC1 | -1 | .
C1=C(CCNc2ncnc3nc[nH]c23)CCCC1 | 10 | -2
O=C(Nc1ccc(Cl)cn1)c1cnn2cccnc12 | -20 | -36
CN1CC(C(=O)c2ccccc2)C(C(=O)c2ccccc2)C1 (stereo not given) | 8 | .
CCOC(=O)C1=C(N)OC2=C(C(=O)CC(C)(C)C2)C12C(=O)Nc1ccccc12 (stereo not given) | ? | -5
COCCNC(=O)c1ccc2c(c1)S(=O)(=O)c1ccccc1C2=O | 4 | .
CSc1nc2ccc3nc(NC(=O)c4cccs4)sc3c2s1 | 9 | 2
COC(=O)c1ccccc1N/C=C1\CCc2c(c(C)nn2-c2ccccn2)C1=O | 14 | .
CCCOc1ccccc1C1CC(=O)NC(C)=C1C(=O)OCC(C)C (stereo not given) | -5 | -7
O=C(CCn1ccc2ccccc21)Nc1ccc(N2CCOCC2)cc1 | -7 | -9
Cc1ccc(SCc2nc3ccccc3n2CC(=O)Nc2c(C)cccc2C)cc1 | -8 | .
C=CC(C)Sc1nc2c(c(=O)n(C)c(=O)n2C)n1Cc1ccccc1Cl (stereo not given) | 6 | -13
CCn1nc2cc(C(=O)NCC34CC5CC(CC(C5)C3)C4)ccc2c1OC | -27 | .
COC(=O)c1ccc(COc2cccc(OC)c2)o1 | -8 | -29
COc1ccc(/C=C/C(=O)Nc2ccccc2C(=O)N2CCCC2)cc1 | 11 | .
COc1ccc(OC)c(NC(=O)Cc2coc3ccc4ccccc4c23)c1 | 11 | .
Cc1ccc(N2C(=O)c3n[nH]c(C)c3C2c2ccccn2)cc1 (stereo not given) | . | -6
O=C(NCc1ccccc1)C1=C[C@@H](C2CC2)C[C@@H](OCc2ccc(CO)cc2)O1 | 7 | .
COc1cccc(N(C(=O)c2ccco2)C(C(=O)NC2CCCC2)c2cccnc2)c1 (stereo not given) | -16 | -2
O=C(CNC(=O)c1cccs1)NCC(=O)OCc1ccc(Cl)cc1Cl | -11 | .
CCC(C)(C)n1nnnc1C(c1cccs1)N1CCc2ccccc21 (stereo not given) | 6 | -44
CC(C)[C@H](NC(=O)NCc1ccc(Cl)cc1)C(=O)O | 3 | -7
Cc1cc(N(C)C)c(C#N)c(NCc2ccccc2)n1 | 5 | -29
CC(Nc1ccccc1)c1cc(Cl)ccc1O (stereo not given) | 8 | .
CCC(=O)Nc1cc(C(F)(F)F)ccc1N1CCOCC1 | 6 | -2
O=C(NCCCN1CCCC1=O)c1ccc(Cl)c(NS(=O)(=O)c2ccc(F)cc2)c1 | -12 | 3
CCN1CCc2c(C#N)c(N3CCOCC3)nc(NCc3ccccc3)c2C1 | . | -12
Following part.
SMILES | RmlC RmlD mix | HIV RNase H inh
CC1=C(C(=O)OCC(Br)(Br)Br)C(c2cccc([N+](=O)[O-])c2)NC(=O)N1CCCC(=O)O (stereo not given) | 13 | .
Cn1c(SCC(=O)NC2CCCCC2)nnc1-c1cccc(N)c1 | 8 | .
O=C(NC1CCCC1)C1CCN(S(=O)(=O)N2CCCCC2)CC1 | . | 3
Nc1ccc(-c2nc3c(Cl)c(N)ccc3[nH]2)cc1 | 116* | -4
COc1cccc(NC(=O)Cc2cn(C)c3ccccc23)c1 | 7 | -16
COc1ccc(-c2noc(CSc3nc(N)c(-c4ccccc4)c(=O)[nH]3)n2)cc1 | -17 | -15
Cc1ccccc1NC1=NC(C)(C)N=C(N)N1 | 4 | -4
CC1(C)CC(=O)C(C=Nc2ccc(O)cc2)=C(O)C1 | 21 | 8
O=C(NC1CCCCCC1)c1c(F)c(F)c(F)c(F)c1F | 3 | -2
Cc1cccc(C)c1NC(=O)C(NC(=O)c1ccccn1)c1ccc([N+](=O)[O-])cc1 (stereo not given) | 2 | .
CCOC(=O)c1ccc(N/C(=N\S(=O)(=O)c2ccccc2C)c2ccccc2)cc1 | -9 | .
CCC(=O)NCCCc1nc(-c2ccccc2)no1 | 5 | .

Ordered by heavy-atom count (smallest number first): some entries from above
SMILES | RmlC RmlD mix | HIV RNase H inh
CC(Nc1ccccc1)c1cc(Cl)ccc1O (stereo not given) | 8 | .
Nc1ccc(-c2nc3c(Cl)c(N)ccc3[nH]2)cc1 | 116* | -4
CC1(C)CC(=O)C(C=Nc2ccc(O)cc2)=C(O)C1 | 21 | 8
Cc1cc(N(C)C)c(C#N)c(NCc2ccccc2)n1 | 5 | -29
CCC(=O)Nc1cc(C(F)(F)F)ccc1N1CCOCC1 | 6 | -2
COc1cccc(NC(=O)Cc2cn(C)c3ccccc23)c1 | 7 | -16
O=C(NC1CCCC1)C1CCN(S(=O)(=O)N2CCCCC2)CC1 | . | 3
Cn1c(SCC(=O)NC2CCCCC2)nnc1-c1cccc(N)c1 | 8 | .
CCC(C)(C)n1nnnc1C(c1cccs1)N1CCc2ccccc21 (stereo not given) | 6 | -44
CCN1CCc2c(C#N)c(N3CCOCC3)nc(NCc3ccccc3)c2C1 | . | -12
COc1ccc(-c2noc(CSc3nc(N)c(-c4ccccc4)c(=O)[nH]3)n2)cc1 | -17 | -15
CCOC(=O)c1ccc(N/C(=N\S(=O)(=O)c2ccccc2C)c2ccccc2)cc1 | -9 | .
CC1=C(C(=O)OCC(Br)(Br)Br)C(c2cccc([N+](=O)[O-])c2)NC(=O)N1CCCC(=O)O (stereo not given) | 13 | .

Later entries
SMILES | RmlC RmlD mix | HIV RNase H inh
Cc1ccc(S(=O)(=O)N(c2cccc(C)c2)C2CCS(=O)(=O)C2)cc1 (stereo not given) | -10 | .
CC(=O)Nc1ccc(S(=O)(=O)N2CCOCC2)cc1 | 2 | .
Cn1ncc2c(N3CCOCC3)ncnc21 | -2 | -1
CC(=O)OC1CC(C)(C)N(OC(=O)CCCN2C(=O)c3ccccc3C2=O)C(C)(C)C1 | -12 | 6
Cc1ccc(S(=O)(=O)N(CC(=O)NCCSCc2ccco2)c2cc(C)ccc2C)cc1 | 10 | .
CCc1nc(SCC(=O)N2CCN(c3ccccc3)CC2)c2c(=O)n(C)c(=O)n(C)c2n1 | 4 | -14
O=C(C1=C(O)C(=O)N(CCOCCO)C1c1cccs1)c1cccs1 (stereo not given) | 4 | 14
C=CCn1c(O)c(N=NC(=O)c2ccc3c(c2)OCO3)c2ccccc21 | 12 | .
COc1ccc(Cc2c(O)nc(SC)n(C(C)=O)c2=O)cc1 | 7 | -18
CC(C)(C)c1ccc(OCCn2ccccc2=O)cc1 | -5 | -5
CCN1C(=O)/C(=C\N(C)C)c2ccccc21 | -7 | .
CCCC(=O)Nc1nc2ccc(NC(=O)c3ccc(Br)o3)cc2s1 | 6 | -2
CCOC(=O)c1cc(C)n(CCCN2CCOCC2)c1C | 3 | -4
O=C(c1ccccc1)c1cccn1CC(=O)N1CCN(C2CCCCC2)CC1 | 13 | -14
COc1ccc(C2c3c(ncn(CCN4CCOCC4)c3=N)Oc3ccc4ccccc4c32)cc1 (stereo not given) | -7 | .
CCC(C(=O)OCC(=O)Nc1c(C)n(C)n(-c2ccccc2)c1=O)c1ccccc1 (stereo not given) | -13 | -3
O=C(NCc1ccccc1)NC1CC2CCC(C1)N2Cc1ccco1 (stereo not given) | -10 | 0
O=C(Nc1nnc(SCc2c(Cl)cccc2Cl)s1)C1CCCO1 (stereo not given) | 8 | .
COC(=O)c1cc(COc2ccc3c4c(c(=O)oc3c2)CCCC4)c(C)o1 | . | -3
CC1Cc2cc(/C(O)=C3/C(=O)C(=O)N(CCCn4ccnc4)C3c3ccncc3)ccc2O1 (stereo not given) | -7 | .
CN(C)c1ccc(-c2ccc([C@H]3[C@@H]4C=CCC[C@@]4(C)C(=O)N3Cc3ccccc3)c(F)c2)cc1 | -104 | .
C/C(=N/NC(=O)c1cccs1)c1cccc(NC(=O)C2CC2)c1 | -12 | .
COc1cc(S(=O)(=O)n2c(C)nc3ccccc32)ccc1F | -9 | -44
COc1ccccc1NC(=O)Cn1nnc(C(=O)Nc2ccccc2)c1N | -1 | -18
O=C(CN1CCCCCC1)NCCc1ccc(F)cc1 | . | 0
CCCCN1CC(O)=C(c2nc3ccccc3[nH]2)C1=N | . | 8
COc1ccc(NCc2n[nH]nc2-c2ccccc2)cc1Cl | -27 | -19
O=CN(CCN(C=O)CN1CCCCC1)CN1CCCCC1 | 5 | -3
CCOc1cc(/C=N/NC(=O)Cc2ccc(C(F)(F)F)cc2[N+](=O)[O-])c(Br)cc1OC | 17 | .
Cc1cc(C(=O)COc2cccc(-n3cnnn3)c2)c(C)n1-c1ccccc1 | -10 | -1
c1ccc(C2=Nc3ccccc3SC2c2nc3ccccc3[nH]2)cc1 (stereo not given) | 5 | .
O=C(OCC(=O)N1CCc2ccccc21)c1ccc(Cl)nc1 | 7 | .
CC12CC3CC(C)(C1)CC(CN1CCOCC1)(C3)C2 | -5 | .
COc1cc(C2c3c(oc4ccccc4c3=O)C(=O)N2Cc2ccncc2)ccc1O (stereo not given) | -15 | 6
O=[N+]([O-])c1ccc(Oc2cccc(Br)c2)c2ccncc12 | -9 | .
COc1ccc(/C=N/NC(=O)c2ccn[nH]2)cc1COc1ccc(Cl)cc1Cl | 6 | .

Four records drawn at random from the list so far, as already listed:
SMILES | RmlC RmlD mix | HIV RNase H inh
COc1cc(C2c3c(oc4ccccc4c3=O)C(=O)N2Cc2ccncc2)ccc1O (stereo not given) | -15 | 6
Cc1csc(NC(=O)C2CCC(C)(C(=O)O)C2(C)C)n1 (stereo not given) | 1 | -2
CC(C)(C)c1ccc(OCCn2ccccc2=O)cc1 | -5 | -5
CC12CC(NC(=O)N1CCc1ccccc1)c1ccccc1O2 (stereo not given) | ? | -27

Carrying on.
SMILES | RmlC RmlD mix | HIV RNase H inh
CCCOC(=O)CSc1nnc(-c2ccc(Cl)cc2Cl)o1 | -6 | -18
Cc1ccc(C)c(N=Nc2nc3ccccc3n2C)c1 | -10 | .
Cc1cc(C(=O)N2CCN(c3ncccn3)CC2)c2cc(F)ccc2n1 | 1 | -6
O=C(O)c1ccc(Sc2nnnn2-c2ccccc2)c([N+](=O)[O-])c1 | -4 | .
CC1=C(C(=O)NC(C)C)C2(CCC(C)CC2)OC1=O (stereo not given) | 12 | -8
CCN1CCN(Cc2ccc(NC(=O)CC3Oc4ccc(C)cc4NC3=O)cc2)CC1 (stereo not given) | -10 | 3
Cc1nn(Cc2ccc(Cl)c(Cl)c2)c(C)c1NC(=O)c1sc2ccccc2c1Cl | 21 | .
O=C(O)C=C1CCN(c2ncc(C(F)(F)F)cc2Cl)CC1 | -9 | .
O=C(Nc1cccc(Cl)c1)Nc1cccc(Cl)c1 | -14 | .
CCOc1ccc(S(=O)(=O)NCCC(=O)NC2=NCCS2)cc1 | 4 | -6
O=C(O)Cn1cc(C(=O)c2cccs2)c2ccccc21 | -13 | -5
Cc1csc(NC(C)c2nc3cc(C(F)(F)F)ccc3n2CCCO)n1 (stereo not given) | 6 | .
CCCNC(=O)COc1ncnc2sc(C)c(C)c12 | -48 | .
CCOC(=O)Cc1nnc(NC(=O)C(CC)Sc2nnc3c4ccccc4n(C)c3n2)s1 (stereo not given) | 12 | -14
